Tb PFK inh = qHTS Assay to Find Inhibitors of T. brucei phosphofructokinase. 330,000 tested, 0.17% active. Potency, µM (series often up to 57.5 µM), inactives show top-dose activity, negative = inhibition, most hits filed as inhibitors. T. brucei PFK, ADP-Glo luminescence;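 note: potency is the fitted concentration of half-maximal effect; 0% = uninhibited 1x PFK enzyme wells and -100% = no-enzyme wells; nearly all actives have a fitted effect of over 60% in size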
Target sequence (O15648 whole entry, looked up): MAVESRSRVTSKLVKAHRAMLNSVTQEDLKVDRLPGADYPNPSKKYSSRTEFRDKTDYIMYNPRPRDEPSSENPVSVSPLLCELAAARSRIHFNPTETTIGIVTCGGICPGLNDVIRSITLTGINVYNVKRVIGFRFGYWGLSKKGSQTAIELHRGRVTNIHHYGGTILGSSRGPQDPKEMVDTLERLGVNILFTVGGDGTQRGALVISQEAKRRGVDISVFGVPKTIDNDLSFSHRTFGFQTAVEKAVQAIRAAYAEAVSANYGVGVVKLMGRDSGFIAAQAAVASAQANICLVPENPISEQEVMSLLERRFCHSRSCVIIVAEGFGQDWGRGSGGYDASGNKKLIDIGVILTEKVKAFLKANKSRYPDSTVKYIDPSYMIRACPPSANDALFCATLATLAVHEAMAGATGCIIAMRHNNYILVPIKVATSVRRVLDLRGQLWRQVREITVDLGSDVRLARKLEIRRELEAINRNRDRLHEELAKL
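Compounds were pin-transferred as a titration series up to 57 uM into substrate buffer (0.5 mM F6P, 0.1 mM ATP, pH 8.0), then 1.25 nM PFK was added and reactions ran 45 min before ADP-Glo detection.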
TRPV1 ag = HTS Assay for Compounds that Act as Agonists of the Vanilloid Receptor 1; 320,000 tested, 0.19% active; Transient receptor potential cation channel subfamily V member 1 (Homo sapiens), Q8NER1; activation, % at 8.33 µM; TRPV1-expressing cells, Fluo-8 calcium influx, agonist mode; AID 540275, 2011; in the data active = activation above about 80%; inconclusive = between about 30% and that limit; note: 0% is about no effect
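Fluo-8 calcium influx in TRPV1-expressing cells, kinetic read (ex 480/em 520 nm). Compound added and read 3 min for agonist activity, followed by capsaicin at EC20 final and 2 min further read for enhancement.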
RORgamma inh = qHTS for inhibitors of ROR gamma transcriptional activity; Drosophila S2 Gal4-RORgamma UAS-luciferase reporter, 20 h; Potency, µM (titrated, usually from 53.6 µM), for the others: at the highest dose activity change, negative = inhibition, most hits filed as inhibitors; 310,000 tested, 5.4% active; AID 2551, 2010; note: potency is the fitted concentration of half-maximal effect; % is set by controls: 0 for no effect and ±100 for the full control effect; nearly all actives have a fitted effect of over 60% in size
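Schneider cells (Drosophila), stable Gal4 DBD–ROR gamma + UAS-luc; 1 hr cmpd preincubation; Cu2+ induction 700 uM final; 20 hr ambient; luminescence.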
ELG1 genotoxic = qHTS screen for small molecules that induce genotoxicity in human embryonic kidney (HEK293T) cells expressing luciferase-tagged ELG1; Potency, µM (doses to about 46 µM), inactives show at the top dose activity change, positive = activation, usual class: activators; HEK293T ELG1-luciferase reporter, luminescence, 16 h; 330,000 tested, 1.3% active; AID 504466, 2011; note: potency is the fitted concentration of half-maximal effect; % of control where 0% means no effect; nearly all actives have a fitted effect of over 60% in size
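Quantitative HTS format in 1536-well plates. HEK293T ELG1-luciferase reporter cells receive test compound and are incubated 16 hr at 37 °C, 5% CO2; ONE-Glo added, 30 min room temperature, then luminescence read.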
Rab9 promoter act = qHTS Assay for Rab9 Promoter Activators; Huh7 Rab9 promoter-luciferase reporter, luminescence, 24 h; Potency, µM (doses to about 9.22 µM), for the others: at the highest dose activation, negative = inhibition, usual class: activators; 320,000 tested, 2.8% active; note: potency is the fitted concentration of half-maximal effect; % of control where 0% means no effect; nearly all actives have a fitted effect of over 60% in size
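Huh7 reporter line, Rab9 promoter upstream of luciferase. Compound exposure 24 h at 37 °C in reduced-serum medium with 10% FBS. Read-out: luminescence.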
Gal4-VP16 FLuc = VP16 counterscreen qHTS for inhibitors of ROR gamma transcriptional activity. Drosophila S2 Gal4-VP16 UAS-luciferase, luminescence, 20 h. Potency, µM (series often up to 53.6 µM), inactives show at the top dose activity, negative = inhibition, actives largely listed as inhibitors. 310,000 tested, 3.5% active. AID 2546, 2010;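 note: Gal4-VP16 expression switched on by copper sulfate through the metallothionein promoter; potency is the fitted concentration of half-maximal effect; % is set by controls: 0 for no effect and ±100 for the full control effect; nearly all actives have a fitted effect of over 50% in size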
p53 reactivator = qHTS assay for re-activators of p53 using a Luc reporter; H1299 p53-A138V BP100-luciferase reporter, luminescence, 24 h; Potency, µM (highest dose often 92.2 µM), for the others: top-dose activity change, positive = activation, usual class: activators; 320,000 tested, 0.063% active; note: potency is the fitted concentration of half-maximal effect; % of control where 0% means no effect; nearly all actives have a fitted effect of over 45% in size
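p53-null H1299 cells stably carrying temperature-sensitive p53-A138V and a BP100-luciferase reporter were pinned with compounds (4-point, 1:5 series) and held 24 hrs at 37 deg C. Luminescence was read 10 min after detection reagent.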
NPC1 prom act = qHTS Assay for NPC1 Promoter Activators; AID 485313, 2010; Huh7 NPC1 promoter luciferase reporter, 24 h; 320,000 tested, 2.4% active; Potency, µM (titrated, usually from 9.22 µM), for the others: top-dose activation, most hits filed as activators;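 note: potency is the fitted concentration of half-maximal effect; % of control where 0% means no effect; nearly all actives have a fitted effect of over 60% in size; reporter is driven by a mutant NPC1 promoter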
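Stably transfected Huh7 (NPC1 promoter→luciferase), 1500 cells/well in Opti-MEM + 10% FBS, 2 h settle, then compound 24 h at 37 °C. Luminescence after 10 min with Amplite reagent.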
ELG1 DNA repair = qHTS screen for small molecules that inhibit ELG1-dependent DNA repair in human embryonic kidney (HEK293T) cells expressing luciferase-tagged ELG1. Potency, µM (series often up to 46.1 µM), without a hit: top-dose activity change, negative = inhibition, usual class: inhibitors. HEK293T ELG1-luciferase reporter, luminescence, 16 h; DNA damage induced by 5-fluorouridine. 330,000 tested, 2.3% active; note: potency is the fitted concentration of half-maximal effect; % is set by controls: 0 for no effect and ±100 for the full control effect; nearly all actives have a fitted effect of over 55% in size
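DMSO vehicle served as the neutral condition. Each well held 2,000 cells given 5-fluorouridine plus compound; after 16 hr at 37 °C/5% CO2, ONE-Glo was added and luciferase measured 30 min later.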
FLuc modulator = qHTS profiling assay for firefly luciferase inhibitor/activator using purifed enzyme and Km concentrations of substrates (counterscreen for miR-21 project); purified FLuc, Km substrates, luminescence inhibition; Potency, µM (doses to about 57.5 µM), for inactives: at the top dose activity change, negative = inhibition, actives largely listed as inhibitors; 360,000 tested, 6.9% active;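 note: potency is the fitted concentration of half-maximal effect; plate controls were vehicle for no effect and reference inhibitor for full effect; nearly all actives have a fitted effect of over 55% in size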
Target sequence (P08659 whole entry, looked up): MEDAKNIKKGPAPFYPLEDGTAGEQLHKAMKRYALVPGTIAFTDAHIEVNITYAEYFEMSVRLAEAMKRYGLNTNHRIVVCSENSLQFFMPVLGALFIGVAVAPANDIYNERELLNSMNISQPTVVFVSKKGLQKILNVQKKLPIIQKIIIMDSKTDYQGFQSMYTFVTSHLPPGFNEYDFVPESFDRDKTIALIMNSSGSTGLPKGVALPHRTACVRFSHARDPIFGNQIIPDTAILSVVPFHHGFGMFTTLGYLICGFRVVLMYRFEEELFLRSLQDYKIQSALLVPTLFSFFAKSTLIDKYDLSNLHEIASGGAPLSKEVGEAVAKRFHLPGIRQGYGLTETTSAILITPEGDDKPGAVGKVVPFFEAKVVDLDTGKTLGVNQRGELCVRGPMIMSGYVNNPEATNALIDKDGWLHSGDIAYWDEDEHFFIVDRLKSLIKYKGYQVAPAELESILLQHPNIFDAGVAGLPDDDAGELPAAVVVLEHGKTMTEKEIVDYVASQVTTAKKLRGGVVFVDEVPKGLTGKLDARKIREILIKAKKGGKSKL
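Purified P. pyralis luciferase, 10 nM final, with Km-level 10 uM D-luciferin and 10 uM ATP in 50 mM Tris acetate pH 7.5, 10 mM Mg acetate, 0.01% Tween-20, 0.05% BSA; 6-point qHTS titration about 60 µM downward; luminescence read.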
BRCA1 expr act = qHTS Assay to Identify Small Molecule Activators of BRCA1 Expression. MCF7-BRCA1-FFLuc reporter, luminescence, 48 h; response scale: scaled: vehicle 0%, 10 µM genistein 100%. 380,000 tested, 1.1% active. Potency, µM (titrated, usually from 46.1 µM), for the others: at the highest dose activation, usual class: activators; note: potency is the fitted concentration of half-maximal effect; nearly all actives have a fitted effect of over 80% in size; some results filed as inactive show a strong effect at the top dose
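Reporter cells (MCF7, BRCA1 promoter-firefly luciferase) received library compounds across a concentration series for 48 h. End-point luminescence was measured and concentration-effect curves derived after normalization.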
An asterisk follows results filed as active; ? = inconclusive; . = not tested or not shown; [ ] = dose if it differs, or a comment. Unless noted, calls come from the whole dose curve; as a rule, active = well fitted curve in the direction sought with a large enough effect; inconclusive = small, poorly fitted or top-dose-only effect, or another doubt; inactive = no such curve, though single readings can be large; an effect the other way counts as inactive or inconclusive.

#1 COCCCNc1nc2ccccc2nc1NS(=O)(=O)c1ccc(C)cc1
#2 CCOC(=O)N1CCN(C(=O)C2CCN(S(=O)(=O)c3cc(Cl)ccc3Cl)CC2)CC1
#3 Cc1ccc(NC(=O)COC(=O)C2(CC(=O)NC(C)(C)C)CCCC2)cc1C
#4 COc1ccc(C(=O)C2CCCN(C(=O)c3noc4c3CCCC4)C2)c(C)c1 (configuration not stated)
#5 COc1ccc(OC)c(S(=O)(=O)ON2C(=O)c3ccccc3C2=O)c1
assay / compound	1	2	3	4	5
Tb PFK inh	0%	-1%	-3%	-2%	-5%
TRPV1 ag	2	9	.	?	-3
RORgamma inh	18%	?	.	13%	5.6µM*
ELG1 genotoxic	-6%	-1%	-6%	-7%	10%
Rab9 promoter act	-2%	0%	.	-2%	-4%
Gal4-VP16 FLuc	1%	-27%	.	-12%	7.9µM*
p53 reactivator	-3%	-6%	-1%	-2%	-3%
NPC1 prom act	1%	-3%	.	0%	-16%
ELG1 DNA repair	-28%	?	?	26µM*	-1%
FLuc modulator	-12%	0%	.	3%	?
BRCA1 expr act	-13%	-17%	-23%	-14%	-39%

#6 CC(=O)N(C(C)=O)n1c(/C=C/c2cccc([N+](=O)[O-])c2)nc2ccccc2c1=O
#7 Cc1ccc(Nc2nc(-c3cccnc3)cs2)cc1C
#8 OCC[C@H]1C[C@@H](O)[C@H](O)[C@]2(OCc3ccccc32)O1
#9 CO/N=C/C(C#N)=C/c1cc(C(=O)c2ccccc2)cn1C
#10 Cc1cc(C(=O)NC2CCCc3c2cnn3-c2cccc(C)c2C)no1 (configuration not stated)
assay / compound	6	7	8	9	10
Tb PFK inh	-1%	-1%	-14%	-9%	-13%
TRPV1 ag	-4	1	-1	9	9
RORgamma inh	-4%	-6%	.	-5%	?
ELG1 genotoxic	-2%	2.3µM*	3%	9%	-5%
Rab9 promoter act	-2%	?	3%	-4%	-6%
Gal4-VP16 FLuc	-8%	-20%	.	-2%	?
p53 reactivator	2%	?	-7%	1%	21%
NPC1 prom act	-5%	?	-3%	-4%	-3%
ELG1 DNA repair	2%	?	0%	12%	?
FLuc modulator	0%	0.85µM*	0%	3%	-9%
BRCA1 expr act	10%	43%	1%	-3%	8%

#11 O=C(Cn1c(=O)oc2ccc(Cl)cc21)NC1CCCCC1
#12 COc1cc2c(cc1OC)CN(C(=S)Nc1ccccc1Cl)CC2
#13 CCOc1ccc(NS(=O)(=O)c2ccc3c(c2)CCN3C(=O)CCC(=O)O)cc1
#14 COc1ccc(/C=C(\NC(=O)c2ccccc2)C(=O)OCC2CCCN3CCCCC23)cc1OC (configuration not stated)
#15 Cc1cc(=O)n2nc(N3CCC(C(=O)N4CCN(C)CC4)CC3)sc2n1
assay / compound	11	12	13	14	15
Tb PFK inh	-10%	1%	1%	1%	-1%
TRPV1 ag	16	?	3	0	-4
RORgamma inh	-35%	?	14%	-13%	12%
ELG1 genotoxic	3%	-4%	0%	7%	3%
Rab9 promoter act	0%	-8%	-7%	-3%	4%
Gal4-VP16 FLuc	6%	-13%	-1%	1%	4%
p53 reactivator	-5%	6%	-1%	20%	2%
NPC1 prom act	1%	-7%	0%	-2%	2%
ELG1 DNA repair	19%	?	1%	26%	-2%
FLuc modulator	4%	-4%	7%	1%	1%
BRCA1 expr act	-11%	0%	-11%	-7%	7%

#16 CN(CCc1ccccn1)C1CCCN(S(=O)(=O)c2ccccc2)C1 (configuration not stated)
#17 Cc1noc(C)c1COc1ccc(C(=O)OCC(=O)Nc2c(C)n(C)n(-c3ccccc3)c2=O)cc1
#18 CCCc1[nH]nc2c1C(c1cccnc1)C(C#N)=C(N)O2 (configuration not stated)
#19 COc1ccccc1NC(=S)NC(=O)C(C)C
#20 CCOC(=O)N1CCC(N2CCCC(CO)(Cc3cccc(Cl)c3)C2)CC1 (configuration not stated)
assay / compound	16	17	18	19	20
Tb PFK inh	-8%	0%	0%	0%	1%
TRPV1 ag	3	-2	-2	1	3
RORgamma inh	-17%	11%	-1%	5µM*	0%
ELG1 genotoxic	2%	10%	1%	-1%	-4%
Rab9 promoter act	5%	-3%	-3%	9%	-3%
Gal4-VP16 FLuc	3%	-5%	-2%	?	-4%
p53 reactivator	8%	-4%	-5%	6%	-1%
NPC1 prom act	3%	1%	-5%	3%	-1%
ELG1 DNA repair	-6%	?	?	-6%	-10%
FLuc modulator	3%	1%	1%	-7%	2%
BRCA1 expr act	3%	1%	-41%	12%	-21%

Given with bars between the fields: 5 of the compounds above
item | molecule | Tb PFK inh | TRPV1 ag | RORgamma inh | ELG1 genotoxic | Rab9 promoter act | Gal4-VP16 FLuc | p53 reactivator | NPC1 prom act | ELG1 DNA repair | FLuc modulator | BRCA1 expr act
11 | O=C(Cn1c(=O)oc2ccc(Cl)cc21)NC1CCCCC1 | -10% | 16 | -35% | 3% | 0% | 6% | -5% | 1% | 19% | 4% | -11%
12 | COc1cc2c(cc1OC)CN(C(=S)Nc1ccccc1Cl)CC2 | 1% | ? | ? | -4% | -8% | -13% | 6% | -7% | ? | -4% | 0%
13 | CCOc1ccc(NS(=O)(=O)c2ccc3c(c2)CCN3C(=O)CCC(=O)O)cc1 | 1% | 3 | 14% | 0% | -7% | -1% | -1% | 0% | 1% | 7% | -11%
14 | COc1ccc(/C=C(\NC(=O)c2ccccc2)C(=O)OCC2CCCN3CCCCC23)cc1OC (configuration not stated) | 1% | 0 | -13% | 7% | -3% | 1% | 20% | -2% | 26% | 1% | -7%
15 | Cc1cc(=O)n2nc(N3CCC(C(=O)N4CCN(C)CC4)CC3)sc2n1 | -1% | -4 | 12% | 3% | 4% | 4% | 2% | 2% | -2% | 1% | 7%

The list continues:
#21 Cc1ccc(S(=O)(=O)NCCC(c2ccccc2)c2ccco2)cc1 (configuration not stated)
#22 COc1ccc(-c2cc(C(=O)NN)n(-c3ccccc3)n2)cc1
#23 O=C(NCC(=O)N1CC=C(c2ccccc2)CC1)c1ccc(OC(F)F)cc1
#24 CNC(=O)c1[nH]cnc1C(=O)Nc1cccc(C)c1
#25 Cc1cc2occ(CC(=O)N(CCC(C)C)c3c(N)n(Cc4ccccc4)c(=O)[nH]c3=O)c2cc1C
assay / compound	21	22	23	24	25
Tb PFK inh	-3%	-6%	15%	1%	-5%
TRPV1 ag	-3	5	.	12	3
RORgamma inh	-9%	-4%	.	.	.
ELG1 genotoxic	-2%	0%	-5%	?	-1%
Rab9 promoter act	-5%	19%	.	-2%	0%
Gal4-VP16 FLuc	-5%	-2%	.	.	.
p53 reactivator	2%	?	0%	14%	3%
NPC1 prom act	-4%	14%	.	23%	-3%
ELG1 DNA repair	-19%	?	?	?	-1%
FLuc modulator	1%	-20%	.	0%	0%
BRCA1 expr act	-20%	18%	-48%	0%	-6%

#26 COC(=O)c1cn(CCOc2ccccc2F)c2ccccc12
#27 O=C(CN1CCCC1)NC1C2CC3CC(C2)CC1C3 (configuration not stated)
#28 Cc1ccc(O)c(NC(=O)c2cccc(NC(=O)c3ccco3)c2)c1
#29 COc1ccccc1N(CC(=O)NC1CCCC1)C(=O)C1(C)CC(=O)N=C2C=CC(C)=CN21 (configuration not stated)
#30 N#C/C(=C(\O)c1cc(Cl)sc1Cl)c1nc2ccccc2[nH]1
#31 COc1ccc(NC(=O)CN2C(=O)COc3ccc(S(=O)(=O)N4CCOCC4)cc32)c(OC)c1
#32 CN(C)S(=O)(=O)c1cc([N+](=O)[O-])ccc1N1CCCCCC1
#33 O=C(NC(=S)Nc1ncccn1)c1ccccc1Cl
assay / compound	26	27	28	29	30	31	32	33
Tb PFK inh	1%	-5%	-1%	0%	-2%	0%	2%	-5%
TRPV1 ag	13	2	19	4	-2	2	11	-5
RORgamma inh	32%	-1%	?	-3%	2.5µM*	-9%	12%	?
ELG1 genotoxic	?	0%	7%	-2%	-4%	0%[9.26 µM]	0%	16%
Rab9 promoter act	18%	3%	8%	3%	2%	-2%	-3%	18%
Gal4-VP16 FLuc	6%	-2%	11%	-6%	?	5%	2%	?
p53 reactivator	19%	3%	3%	-2%	-3%	2%	-1%	?
NPC1 prom act	17%	-4%	19%	-6%	13%	-2%	0%	10%
ELG1 DNA repair	?	13%	?	14%	4%	-1%	4%	?
FLuc modulator	?	1%	?	0%	-1%	0%	-1%	?
BRCA1 expr act	78%	8%	-28%	1%	-15%	1%	-16%	66%

High-throughput results as filed in PubChem.
